Rab2A wt mod: changes GTP binding to wildtype dog Rab2A, up or down; P61105; 190,000 tested, 0.19% active; AID 760; GST-Rab2 wt beads, Bodipy-GTP binding, flow cytometry; GTP binding activity, % at 10 µM;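 active = GTP binding activity at least 20 points away from 100%, either lowered or raised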;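 also: 0% = beads with excess unlabeled GTP and 100% = no-compound control corrected for plate trend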
Cdc42 wt GTP: changes GTP binding to wildtype human Cdc42. P60953. GST-Cdc42 beads, Bodipy-GTP binding, flow cytometry; actives lie on both sides. percent activity (GTP binding), % at 10 µM. 190,000 tested, 0.2% active. AID 761;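 active = percent activity GTP binding at least 20 points away from the 100% baseline, either down as inhibitor or up as activator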;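 also: median bead fluorescence of bound Bodipy-FL-GTP at 100 nM; 0% = excess unlabeled GTP control and 100% = no compound control; below 100% means less GTP binding so inhibitor and above means activator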
Target sequence (P60953 whole entry, looked up): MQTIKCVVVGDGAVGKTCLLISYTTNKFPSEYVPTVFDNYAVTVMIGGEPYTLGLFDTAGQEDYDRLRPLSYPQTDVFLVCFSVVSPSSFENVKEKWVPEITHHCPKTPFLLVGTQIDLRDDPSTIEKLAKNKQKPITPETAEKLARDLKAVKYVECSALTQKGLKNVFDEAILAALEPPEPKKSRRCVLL
Rac1 wt GTP bind: alters GTP binding to wildtype human Rac1 | P63000 | GST-Rac1 beads, fluorescent GTP binding, flow cytometry; actives lie on both sides; 0 = cold GTP competed, 100 = untreated | GTP binding activity (% of control), % at 10 µM | 190,000 tested, 0.27% active | AID 757;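 active = GTP binding activity at least 20 points away from the 100% control level, either lower or higher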
Bim-Bfl-1: inhibitors of Bim-Bfl-1 interaction, human | Q16548 | Bead-based flow cytometry, Bim-Bfl-1 binding inhibition | inhibition, % at 10 µM | 190,000 tested, 0.12% active | AID 1008;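 also: 0% = wells without compound plus tracer and 100% = blocker peptide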
Rac1 act GTP bind: modulators of GTP binding to human Rac1 activated mutant. percent activity (GTP binding), % at 10 µM. P63000. GST-Rac1 activated beads, fluorescent GTP binding, flow cytometry; actives lie on both sides; 100% means binding = to untreated wells. 190,000 tested, 0.11% active;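 active = GTP binding at least 20 percentage points away from the 100% baseline, in either direction, so actives lie on both sides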
Bcl-2 Bim block: human Bim-Bcl-2 interaction inhibition; P10415; Bead-based flow cytometry, Bim peptide-Bcl-2 binding; inhibition, % at 10 µM; 190,000 tested, 0.06% active; in the data active = inhibition above about 40%;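 also: 0% = no compound wells with probe peptide and 100% = reference peptide inhibitor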
Target sequence (P10415 whole entry, looked up): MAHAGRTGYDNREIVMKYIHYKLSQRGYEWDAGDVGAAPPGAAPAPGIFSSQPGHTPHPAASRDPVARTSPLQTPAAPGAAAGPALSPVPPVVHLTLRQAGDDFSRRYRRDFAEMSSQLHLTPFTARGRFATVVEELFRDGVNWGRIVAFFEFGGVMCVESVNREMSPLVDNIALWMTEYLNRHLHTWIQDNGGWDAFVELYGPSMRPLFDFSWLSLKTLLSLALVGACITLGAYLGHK
Bcl-B Bim block: disrupts Bim peptide binding to human Bcl-B; inhibition, % at 10 µM; bead-based flow cytometry; 190,000 tested, 0.073% active; Q9HD36;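 also: 0% = tracer peptide without compound and 100% = reference inhibitor peptide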
Target sequence (Q9HD36 whole entry, looked up): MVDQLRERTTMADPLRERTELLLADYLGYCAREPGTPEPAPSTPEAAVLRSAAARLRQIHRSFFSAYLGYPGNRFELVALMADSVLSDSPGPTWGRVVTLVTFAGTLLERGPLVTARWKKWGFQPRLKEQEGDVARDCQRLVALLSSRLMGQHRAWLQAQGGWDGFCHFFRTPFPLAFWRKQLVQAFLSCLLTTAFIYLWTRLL
HRas wt GTP bind: modulators of GTP binding to human HRas wildtype | GST-Ras wt beads, Bodipy-FL-GTP binding, flow cytometry; actives lie on both sides | 190,000 tested, 0.14% active | P01112 | GTP binding activity, % at 10 µM;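 active = GTP binding activity at least 20% away from the 100% baseline, either lowered as inhibitor or raised as activator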;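 also: 0% = unlabeled GTP competition control and 100% = no-compound control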
Bcl-XL Bim block: disrupts Bim peptide binding to human Bcl-XL; bead flow cytometry, fluorescence; 190,000 tested, 0.04% active; Q07817; inhibition, % at 10 µM
Target sequence (Q07817 whole entry, looked up): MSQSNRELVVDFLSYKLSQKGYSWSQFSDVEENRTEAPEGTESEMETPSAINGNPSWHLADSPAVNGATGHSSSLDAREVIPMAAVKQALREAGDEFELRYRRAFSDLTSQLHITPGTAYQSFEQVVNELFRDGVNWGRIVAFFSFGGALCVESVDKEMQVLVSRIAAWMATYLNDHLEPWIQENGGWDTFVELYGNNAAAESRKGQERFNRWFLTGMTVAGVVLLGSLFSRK
Bcl-W Bim block: disrupts Bim peptide binding to human Bcl-W; bead-based flow cytometry; inhibition, % at 10 µM; 190,000 tested, 0.02% active; AID 952;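 also: 0% = bound tracer without compound and 100% = peptide blocker; higher means less fluorescent Bim peptide bound to Bcl-W beads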
Rab7 wt GTP bind: modulators of GTP binding to dog Rab7 wildtype GTPase; GST-Rab7 beads, fluorescent GTP binding, flow cytometry; actives lie on both sides; untreated = 100%, excess cold GTP = 0%; GTP binding activity (percent of control), % at 10 µM; 190,000 tested, 0.055% active;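 active = fluorescent GTP binding to Rab7 beads changed by at least 20 points from the 100% baseline, either direction, mostly lower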;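 also: median green fluorescence of bound Bodipy-FL-GTP per Rab7 bead population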
* hit, by the source's call; & = joins results of further samples. Rule as the data show it, unless noted: active = inhibition above about 40%. Hits appear at their usual frequency. About 0.62% of those tested had a hit in this group.

For Cc1[nH]c2ccccc2c1-c1nc2ccccc2[nH]1 the results were Rab2A wt mod 103, Cdc42 wt GTP 105, Rac1 wt GTP bind 104, Bim-Bfl-1 -1, Rac1 act GTP bind 101, Bcl-2 Bim block 0, Bcl-B Bim block -1, HRas wt GTP bind 105, Bcl-XL Bim block 0, Bcl-W Bim block -1 and Rab7 wt GTP bind 104.
`C=CCn1cnc2sc(C(=O)Nc3ccccc3OC)c(C)c2c1=O` gave Rab2A wt mod 98, Cdc42 wt GTP 97, Rac1 wt GTP bind 95, Bim-Bfl-1 -3, Rac1 act GTP bind 94, Bcl-2 Bim block -1, Bcl-B Bim block -2, HRas wt GTP bind 96, Bcl-XL Bim block -3, Bcl-W Bim block 0 and Rab7 wt GTP bind 104.
`CCCCC(c1nnnn1CCOC)N1CCN(C)CC1` (stereo not given) gave Rab2A wt mod 102, Cdc42 wt GTP 104, Rac1 wt GTP bind 108, Bim-Bfl-1 -2, Rac1 act GTP bind 101, Bcl-2 Bim block -1, Bcl-B Bim block -6, HRas wt GTP bind 104, Bcl-XL Bim block -4, Bcl-W Bim block -2 and Rab7 wt GTP bind 105.
Screening COc1ccc2c(c1)c(CC(=O)Nc1ccccc1OC)c(C)n2C(=O)c1ccc(Cl)cc1 returned Rab2A wt mod 96, Cdc42 wt GTP 102, Rac1 wt GTP bind 101, Bim-Bfl-1 0, Rac1 act GTP bind 96, Bcl-2 Bim block -9, Bcl-B Bim block -8, HRas wt GTP bind 95, Bcl-XL Bim block -9, Bcl-W Bim block -6 and Rab7 wt GTP bind 97.
`CCC1C(=O)N=C(SCC(=O)Nc2cccc3ccccc23)NC1=O` (stereo not given) gave Rab2A wt mod 102, Cdc42 wt GTP 102, Rac1 wt GTP bind 109, Bim-Bfl-1 -4, Rac1 act GTP bind 102, Bcl-2 Bim block 1, Bcl-B Bim block -2, HRas wt GTP bind 103, Bcl-XL Bim block 3, Bcl-W Bim block 6 and Rab7 wt GTP bind 103.
CC(=O)c1ccc(NC(=O)Cn2nc(C)cc2C)cc1 was read as Rab2A wt mod 100, Cdc42 wt GTP 101, Rac1 wt GTP bind 101, Bim-Bfl-1 -3, Rac1 act GTP bind 98, Bcl-2 Bim block -3, Bcl-B Bim block 1, HRas wt GTP bind 101, Bcl-XL Bim block 0, Bcl-W Bim block -1 and Rab7 wt GTP bind 100.
Screening CCOC(=O)Cn1c(-c2ccccc2)nc2ccccc2c1=O returned Rab2A wt mod 97, Cdc42 wt GTP 99, Rac1 wt GTP bind 98, Bim-Bfl-1 0, Rac1 act GTP bind 98, Bcl-2 Bim block -2, Bcl-B Bim block 0, HRas wt GTP bind 99, Bcl-XL Bim block 0, Bcl-W Bim block 0 and Rab7 wt GTP bind 98.
For O=[N+]([O-])c1ccc(N2CCN(C(=S)Nc3ccccc3)CC2)cc1 the results were Rab2A wt mod 101, Cdc42 wt GTP 105, Rac1 wt GTP bind 103, Bim-Bfl-1 -4, Rac1 act GTP bind 101, Bcl-2 Bim block -6, Bcl-B Bim block -6, HRas wt GTP bind 104, Bcl-XL Bim block -4, Bcl-W Bim block -2 and Rab7 wt GTP bind 106.
`Cc1c(C#N)c(N)nc2c3c(sc12)NC(=O)CC3c1ccc(F)cc1` (stereo not given) gave Rab2A wt mod 99, Cdc42 wt GTP 100, Rac1 wt GTP bind 102, Bim-Bfl-1 0, Rac1 act GTP bind 101, Bcl-2 Bim block -3, Bcl-B Bim block -4, HRas wt GTP bind 100, Bcl-XL Bim block -8, Bcl-W Bim block -10 and Rab7 wt GTP bind 100.
COc1ccc2cc(C(=O)C3CCCN(C(=O)CCc4ccccn4)C3)ccc2c1 (stereo not given) was read as Rab2A wt mod 98, Cdc42 wt GTP 94, Rac1 wt GTP bind 98, Bim-Bfl-1 -7, Rac1 act GTP bind 94, Bcl-2 Bim block -4, Bcl-B Bim block -6, HRas wt GTP bind 96, Bcl-XL Bim block -5, Bcl-W Bim block 0 and Rab7 wt GTP bind 101.
`CC(C)Nc1nnc(Sc2ccc(Cl)cc2[N+](=O)[O-])s1` gave Rab2A wt mod 94, Cdc42 wt GTP 99, Rac1 wt GTP bind 101, Bim-Bfl-1 -4, Rac1 act GTP bind 94, Bcl-2 Bim block -5, Bcl-B Bim block -11, HRas wt GTP bind 95, Bcl-XL Bim block -8, Bcl-W Bim block -6 and Rab7 wt GTP bind 90.
Screening Cc1ccc(-n2c(O)c(/C=N/n3cnnc3)c3ccccc3c2=O)cc1 returned Rab2A wt mod 101&94, Cdc42 wt GTP 102&96, Rac1 wt GTP bind 100&95, Bim-Bfl-1 -1&0, Rac1 act GTP bind 96&95, Bcl-2 Bim block 1&0, Bcl-B Bim block 0&3, HRas wt GTP bind 101&95, Bcl-XL Bim block 0&0, Bcl-W Bim block -3&2 and Rab7 wt GTP bind 104&99.
CCOC(=O)C1=C(N)n2c(s/c(=C\c3cccs3)c2=O)=C(C(=O)OCC)C1c1cccs1 (stereo not given) was read as Rab2A wt mod 95, Cdc42 wt GTP 97, Rac1 wt GTP bind 95, Bim-Bfl-1 -15, Rac1 act GTP bind 95, Bcl-2 Bim block -8, Bcl-B Bim block -11, HRas wt GTP bind 97, Bcl-XL Bim block -12, Bcl-W Bim block -4 and Rab7 wt GTP bind 95.
`C1CCc2nnc(-c3nnc4n3CCCCC4)n2CC1` gave Rab2A wt mod 101, Cdc42 wt GTP 104, Rac1 wt GTP bind 107, Bim-Bfl-1 -11, Rac1 act GTP bind 103, Bcl-2 Bim block -1, Bcl-B Bim block -2, HRas wt GTP bind 100, Bcl-XL Bim block -3, Bcl-W Bim block 6 and Rab7 wt GTP bind 101.
Screening COc1ccc(-c2cc(C(F)(F)F)nc(SCC(=O)Nc3ccc4c(c3)OCO4)n2)cc1OC returned Rab2A wt mod 97, Cdc42 wt GTP 99, Rac1 wt GTP bind 104, Bim-Bfl-1 0, Rac1 act GTP bind 101, Bcl-2 Bim block -1, Bcl-B Bim block -5, HRas wt GTP bind 100, Bcl-XL Bim block -7, Bcl-W Bim block -4 and Rab7 wt GTP bind 102.
`Cc1ccccc1C(=O)NC(=S)Nc1ccc2[nH]c(=O)[nH]c2c1` gave Rab2A wt mod 95, Cdc42 wt GTP 97, Rac1 wt GTP bind 97, Bim-Bfl-1 -2, Rac1 act GTP bind 96, Bcl-2 Bim block 0, Bcl-B Bim block -6, HRas wt GTP bind 96, Bcl-XL Bim block -3, Bcl-W Bim block -1 and Rab7 wt GTP bind 98.
Screening O=C(c1cc2c(s1)CCC2)N1C(=O)c2ccccc2S1(=O)=O returned Rab2A wt mod 100, Cdc42 wt GTP 99, Rac1 wt GTP bind 102, Bim-Bfl-1 -9, Rac1 act GTP bind 98, Bcl-2 Bim block -9, Bcl-B Bim block -9, HRas wt GTP bind 98, Bcl-XL Bim block -6, Bcl-W Bim block -3 and Rab7 wt GTP bind 96.
For O=c1c2ccccc2nc(/C=C/c2ccc([N+](=O)[O-])cc2)n1CCCO the results were Rab2A wt mod 98, Cdc42 wt GTP 101, Rac1 wt GTP bind 101, Bim-Bfl-1 -2, Rac1 act GTP bind 99, Bcl-2 Bim block 1, Bcl-B Bim block -5, HRas wt GTP bind 98, Bcl-XL Bim block -2, Bcl-W Bim block 0 and Rab7 wt GTP bind 101.
C/C(=N\NC(=O)c1ccc(O)cc1)c1cc2ccccc2o1 was read as Rab2A wt mod 93, Cdc42 wt GTP 91, Rac1 wt GTP bind 98, Bim-Bfl-1 -3, Rac1 act GTP bind 96, Bcl-2 Bim block 0, Bcl-B Bim block -1, HRas wt GTP bind 90, Bcl-XL Bim block 0, Bcl-W Bim block -2 and Rab7 wt GTP bind 86.
For COCCNC(=O)c1ccccc1NS(=O)(=O)c1ccc(Br)s1 the results were Rab2A wt mod 98, Cdc42 wt GTP 103, Rac1 wt GTP bind 102, Bim-Bfl-1 -5, Rac1 act GTP bind 98, Bcl-2 Bim block -2, Bcl-B Bim block -5, HRas wt GTP bind 99, Bcl-XL Bim block -6, Bcl-W Bim block -3 and Rab7 wt GTP bind 96.
For O=C(c1ccco1)N1CCN(CC(O)COc2ccc3oc4ccccc4c3c2)CC1 (stereo not given) the results were Rab2A wt mod 102, Cdc42 wt GTP 106, Rac1 wt GTP bind 108, Bim-Bfl-1 -19, Rac1 act GTP bind 101, Bcl-2 Bim block -4, Bcl-B Bim block -7, HRas wt GTP bind 102, Bcl-XL Bim block -6, Bcl-W Bim block 1 and Rab7 wt GTP bind 101.
`O=c1[nH]c2sc3c(c2c(=O)n1Cc1ccccc1)CCC3` gave Rab2A wt mod 98, Cdc42 wt GTP 96, Rac1 wt GTP bind 96, Bim-Bfl-1 1, Rac1 act GTP bind 95, Bcl-2 Bim block 0, Bcl-B Bim block 0, HRas wt GTP bind 96, Bcl-XL Bim block 0, Bcl-W Bim block 0 and Rab7 wt GTP bind 100.
`O=C(Cc1ccc(F)cc1)Nc1cccc(-c2cn3c(n2)SCC3)c1` gave Rab2A wt mod 94, Cdc42 wt GTP 95, Rac1 wt GTP bind 98, Bim-Bfl-1 -2, Rac1 act GTP bind 96, Bcl-2 Bim block 0, Bcl-B Bim block -5, HRas wt GTP bind 94, Bcl-XL Bim block -1, Bcl-W Bim block -2 and Rab7 wt GTP bind 92.
O=C(O)CCNc1nc(-c2ccccc2)nc2ccccc12 was read as Rab2A wt mod 99, Cdc42 wt GTP 103, Rac1 wt GTP bind 101, Bim-Bfl-1 -10, Rac1 act GTP bind 99, Bcl-2 Bim block -8, Bcl-B Bim block -5, HRas wt GTP bind 100, Bcl-XL Bim block -1, Bcl-W Bim block 3 and Rab7 wt GTP bind 100.
`C=C(C)C1Cc2cc3ccc(=O)oc3cc2O1` (stereo not given) gave Rab2A wt mod 100, Cdc42 wt GTP 100, Rac1 wt GTP bind 103, Bim-Bfl-1 -3, Rac1 act GTP bind 100, Bcl-2 Bim block -2, Bcl-B Bim block 1, HRas wt GTP bind 101, Bcl-XL Bim block -5, Bcl-W Bim block -2 and Rab7 wt GTP bind 98.

Quoted at random: two entries already listed
`C=C(C)C1Cc2cc3ccc(=O)oc3cc2O1` (stereo not given) gave Rab2A wt mod 100, Cdc42 wt GTP 100, Rac1 wt GTP bind 103, Bim-Bfl-1 -3, Rac1 act GTP bind 100, Bcl-2 Bim block -2, Bcl-B Bim block 1, HRas wt GTP bind 101, Bcl-XL Bim block -5, Bcl-W Bim block -2 and Rab7 wt GTP bind 98.
O=C(O)CCNc1nc(-c2ccccc2)nc2ccccc12 was read as Rab2A wt mod 99, Cdc42 wt GTP 103, Rac1 wt GTP bind 101, Bim-Bfl-1 -10, Rac1 act GTP bind 99, Bcl-2 Bim block -8, Bcl-B Bim block -5, HRas wt GTP bind 100, Bcl-XL Bim block -1, Bcl-W Bim block 3 and Rab7 wt GTP bind 100.

Screening data: PubChem, NMMLSC
